Assay outcomes: PubChem BioAssay, National Center for Advancing Translational Sciences (NCATS)
AT treatment – potential ataxia-telangiectasia treatment; […] A-T fibroblasts, KAP-1 phosphorylation AlphaLISA; neocarzinostatin DNA damage 30 min before lysis; Potency, µM (titrated, usually from 57.5 µM), for the others: at the highest dose activation, actives largely listed as activators; 0.19% of 320,000 active; note: potency is the fitted concentration of half-maximal effect; % of control where 0% means no effect; nearly all actives have a fitted effect of over 45% in size
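hTERT-immortalized A-T patient fibroblasts ([…]), 500 cells/well in OPTI-MEM, 1% FBS, got compounds for 60 min, then NCS for 30 min at 37C. Lysates were then assayed for phospho-KAP-1 by AlphaLISA (anti-pKAP1 donor, anti-KAP1 acceptor beads), 6 hr at 25C.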
Giardia kill – Giardia lamblia killing. activity change, % at 7.66 µM, hits read low. AID 540267. 0.15% of 340,000 active. Giardia lamblia trophozoite viability; in the data active = activity change below about -80%; inconclusive = between about -30% and that limit;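 note: parasites exposed to compound for two days anaerobically before the ATP read; % is set by controls: 0 for no effect and ±100 for the full control effect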
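Compounds were tested on trophozoites seeded at 100 cells/well and held 48 hrs at 37 deg C anaerobically. An ATP-based luminescent kit measured the remaining live cells.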
GALK inhibitor – blocks human galactokinase activity; Purified GALK, Kinase-Glo residual ATP luminescence; Potency, µM (doses to about 57.5 µM), for inactives: top-dose activity change, negative = inhibition, actives largely listed as inhibitors; 0.007% of 270,000 active; AID 1868; note: potency is the fitted concentration of half-maximal effect; % is set by controls: 0 for no effect and ±100 for the full control effect
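Galactose (100 uM) and ATP (35 uM) were turned over by 5 nM GALK for 1 h at RT. Kinase-Glo Plus then converted the remaining ATP into a luminescent signal.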
KCNH2 WT inh – KCNH2 (human, wildtype) channel inhibition; activity change, % at 1.84 µM; Q12809; 0.37% of 340,000 active; AID 720551; U2OS, BacMam KCNH2, thallium flux FluxOr; active compounds read low;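 active = maximum activity change below -70%; inconclusive = maximum activity change between -70% and -50%; inactive = maximum activity change above -50%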; note: % is set by controls: 0 for no effect and ±100 for the full control effect
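U2OS cells transduced with wild-type KCNH2 virus are loaded with FluxOr dye for 45 min, and thallium flux is measured in kinetic reads before and after stimulation buffer. Rate constants are normalized to DMSO controls.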
TSHR antagonist – antagonists of human thyroid stimulating hormone receptor | 0.2% of 330,000 active | P16473 | TSHR-expressing cells, TSH-stimulated cAMP HTRF, 2 h; active compounds read low | activity change, negative = inhibition, % at 11.5 µM;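 active = activity change below a set negative limit, meaning inhibition stronger than a set level, cut at about -70% in these data; inconclusive = activity change between two set negative limits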; note: % is set by controls: 0 for no effect and ±100 for the full control effect
Target sequence (P16473 whole entry, looked up): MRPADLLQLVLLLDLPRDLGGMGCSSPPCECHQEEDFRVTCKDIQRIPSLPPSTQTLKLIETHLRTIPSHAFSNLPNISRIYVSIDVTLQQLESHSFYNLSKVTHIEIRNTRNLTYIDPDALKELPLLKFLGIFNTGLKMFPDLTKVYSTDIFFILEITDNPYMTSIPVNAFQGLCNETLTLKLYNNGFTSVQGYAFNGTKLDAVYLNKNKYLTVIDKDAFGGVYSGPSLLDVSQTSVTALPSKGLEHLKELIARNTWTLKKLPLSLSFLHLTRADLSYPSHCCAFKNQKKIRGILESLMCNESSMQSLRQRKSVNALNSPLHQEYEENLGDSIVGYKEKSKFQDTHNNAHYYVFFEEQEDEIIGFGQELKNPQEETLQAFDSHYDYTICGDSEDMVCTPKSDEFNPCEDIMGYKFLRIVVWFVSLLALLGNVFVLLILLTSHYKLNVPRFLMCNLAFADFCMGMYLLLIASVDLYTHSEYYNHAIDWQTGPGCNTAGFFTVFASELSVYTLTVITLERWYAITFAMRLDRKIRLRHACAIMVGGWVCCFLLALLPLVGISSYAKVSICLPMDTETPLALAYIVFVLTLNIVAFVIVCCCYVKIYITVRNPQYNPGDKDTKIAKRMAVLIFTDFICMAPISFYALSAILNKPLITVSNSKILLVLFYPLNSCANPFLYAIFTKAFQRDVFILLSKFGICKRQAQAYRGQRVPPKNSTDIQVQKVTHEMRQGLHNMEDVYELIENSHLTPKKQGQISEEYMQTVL
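Competitive HTRF cAMP read-out (cryptate anti-cAMP antibody, cAMP-d2; 30 min, room temperature) in freshly harvested TSHR cells. Compounds added before TSH at EC80 (4nM final), followed by 2 hours' incubation at 37 deg C.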
BCR signal inh – inhibitors of chronic active B-cell receptor signaling | AID 493014 | Potency, µM (highest dose often 46.1 µM), for inactives: at the highest dose ratio change, negative = lower green/red ratio, hits mostly inhibitors | 0.05% of 340,000 active | ABC-DLBCL IkBa-CBG/CBR reporter, luminescence ratio, 4 h; active = well fitted inhibition curve with a large enough effect in the signal ratio, with a control signal flat, not every such curve was filed as active; inconclusive = small, poorly fitted or top-dose-only effect, or effect the other way, or a change in a side signal; the % refers to the signal ratio;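 note: potency is the fitted concentration of half-maximal effect; plate controls were basal doxycycline-induced cells for no effect and cells given 10 µM MG132 for full effect; MG132 reads +100%, hits lower the ratio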
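Concentration-response series (up to 46 uM) were applied to TMD8 dual-reporter cells for 4 h at 37C with doxycycline. Green/red ratio, after filter-overlap correction, defined %Activity; red signal alone was normalised to basal cells and zero luminescence.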
MLL CXXC-DNA inh – blocks binding of human MLL CXXC domain to DNA; Q03164; MLL-CXXC / FITC-HOXA9 DNA fluorescence polarization; Potency, µM (highest dose often 115 µM), without a hit: top-dose activity change, negative = inhibition, usual class: inhibitors; 0.037% of 290,000 active; active = well fitted inhibition curve with a large enough effect in the polarisation, with a control signal flat, not every such curve was filed as active; inconclusive = small, poorly fitted or top-dose-only effect, or effect the other way, or a change in a side signal; inactive = no such curve, though single readings can be large or run the other way; the % refers to the polarisation; note: potency is the fitted concentration of half-maximal effect
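Purified MLL-CXXC (added from a 7 uM solution) was preincubated 5 min at ambient with pinned compounds in 50 mM Tris-HCl pH 7.5, 50 mM NaCl, 1 mM DTT, 0.05% BSA. Fluorescein-labeled HOX-A9 DNA (50 nM solution) followed, 30 min, then polarization read.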
Coupling enz – coupling enzyme interference in Giardia aldolase counter-screen; AID 2472; activity change, negative = inhibition, % at 58.2 µM, hits read low; coupling enzyme system counterscreen, AmpLite Red fluorescence; 0.67% of 290,000 active; in the data active = activity change below about -30%; note: % is set by controls: 0 for no effect and ±100 for the full control effect
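Fluorescence at 525 nm excitation and 598 nm emission measured inhibition of the coupled detection system without aldolase. Compounds (at 57.5 uM final) were preincubated 10 min at room temperature with coupling enzyme reagent before a 20 min substrate/AmpLite Red step.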
Tb PFK inh – T. brucei PFK enzyme inhibition; O15648; Potency, µM (titrated, usually from 57.5 µM), inactives show at the highest dose activity, negative = inhibition, hits mostly inhibitors; T. brucei PFK, ADP-Glo luminescence; 0.17% of 330,000 active; AID 485367;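 note: potency is the fitted concentration of half-maximal effect; 0% = uninhibited 1x PFK enzyme wells and -100% = no-enzyme wells; nearly all actives have a fitted effect of over 60% in size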
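Luminescent ADP detection (ADP-Glo, two-step: ATP depletion then ADP-to-ATP conversion for luciferase) reported PFK activity after 45 min room-temperature reaction of 1.25 nM enzyme with 0.5 mM F6P and 0.1 mM ATP at pH 8.0.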
TCR activator – T cell receptor activation; primary human leukocytes, anti-CD3, IL-2 HTRF, 48 h; Potency, µM (series often up to 9.22 µM), for the others: top-dose activation of IL-2 secretion, hits mostly activators; 330,000 tested, under 10 active; AID 504894; note: % of control where 0% means no effect
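Readout: HTRF IL-2, Eu-cryptate/d2 antibody pair, 320nm excitation, 665nm emission. Stimulus: a-CD3 beads, no co-stimulation. Cells: primary human leukocytes. Exposure: 48 hr with compound.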
Starred values were filed as active, the others as inactive; ? = inconclusive; · = no result given; [ ] = remark or other dose. Unless noted, calls come from the whole dose curve; as a rule, active = well fitted curve in the direction sought with a large enough effect; inconclusive = small, poorly fitted or top-dose-only effect, or another doubt; inactive = no such curve, though single readings can be large; an effect the other way counts as inactive or inconclusive.

structure,AT treatment,Giardia kill,GALK inhibitor,KCNH2 WT inh,TSHR antagonist,BCR signal inh,MLL CXXC-DNA inh,Coupling enz,Tb PFK inh,TCR activator
Cc1ccc(S(=O)(=O)N(C)c2nc3ccccc3n3c(C(C)C)nnc23)cc1,14%,32[activator],0%,14,-2,-4%,-12%,·,0%,2%
O=C(NCCc1c[nH]c2ccccc12)c1cnc2n(c1=O)CCS2,3%,-14,-2%,0,-17,-10%,2%,-1,2%,-7%[46.1 µM]
Cc1ccc(C)c(S(=O)(=O)N2CCCC2CNC(=O)C(=O)NC2CC2)c1 (stereo not drawn),12%,-21,·,-3,6,-2%,·,·,13%,1%
CC(=O)COc1nc2c(c(-c3ccco3)c1C#N)CCc1ccccc1-2,3%,-25,1%,0,-9,12%,10%,-11,-2%,4%
Cc1occc1-c1nnc(SCC(=O)N(C)c2ccccc2)n1C,0%,2,·,3,14,6%,·,·,1%,7%
CC1CC(C)CN(CCOc2ccc(Br)cc2)C1 (stereo not drawn),1%,-4,1%,3,2,6%,7%,1,-2%,-5%[46.1 µM]
CN(Cc1nc(Cc2cccc(F)c2)no1)CC1CCOCC1,11%,-22,-2%,-6,-2,-1%,15%,0,5%,-7%
CSc1ncccc1C(=O)N1CCN(S(=O)(=O)c2ccccc2)CC1,9%,-3,-1%,-7,13,6%,-4%,0,-2%,7%
O=C(CSc1nnnn1-c1ccccc1)Nc1ncc2c(n1)CC(c1ccco1)CC2=O (stereo not drawn),8%,-7,1%,0,-7,?,8%,5,-1%,-3%
Cc1ccc(C2(C)NC(=O)N(CC(=O)Nc3ccc4[nH]c(=O)[nH]c4c3)C2=O)cc1 (stereo not drawn),5%,10,0%,-7,15,1%,-12%,-17,?,3%
Cc1cc(C)cc(OCC(O)CN2CCN(Cc3ccc4c(c3)OCO4)CC2)c1 (stereo not drawn),2%,9,-1%,48,-2,-27%,-1%,1,3%,12%
CCOC(=O)c1nc(-c2ccc3c(c2)OCO3)[nH]c1C,0%,-21,0%,23,-7,?,3%,-3,-5%,-6%[46.1 µM]
O=[N+]([O-])c1ccccc1/C=C/CN1CCCCC1CO (stereo not drawn),5%,-11,4%,10,-5,-6%,1%,1,0%,2%
Brc1cccc(-c2nnc(SCc3ccon3)n2-c2ccccc2)c1,2%,3,0%,2,-33,-1%,-6%,-4,3%,-1%
CCOc1ccccc1-n1nnnc1SCC(=O)N1CCCC1=O,0%,-21,·,7,-10,1%,·,·,6%,-1%
CC(Sc1nnc2c(n1)[nH]c1ccccc12)C(=O)NC1CCCCC1 (stereo not drawn),11%,-15,0%,3,-21,-1%,-2%,-2,1%,0%
COc1ccc(C(=O)O)cc1S(=O)(=O)Nc1ccccc1C(=O)NCc1ccc2c(c1)OCO2,4%,4,·,0,1,1%,·,·,-6%,0%
COC(=O)c1ccc(OC)c(CSc2nnc(COc3ccc(OC)cc3)o2)c1,-3%,-1,0%,-3,-13,-8%,0%,0,0%,5%
CCCCCCn1c(CN2CCCC(C)C2)nc2c1c(=O)n(C)c(=O)n2C (stereo not drawn),7%,-12,-1%,8,-3,-4%,1%,0,5%,·
Cc1cccc2cc(CN(Cc3ccco3)C(=O)N3CCCC3)c(=O)[nH]c12,4%,·,-1%,·,15,4%,-1%,1,15%,·
NS(=O)(=O)c1ccc(CNC(=O)c2ccc(S(=O)(=O)C(F)F)cc2)cc1,-9%,-4,4%,4,4,1%,-17%,3,-8%,-22%
O=C1NC(=NCc2ccccc2)S/C1=C\c1ccccc1,1%,2,0%,8,7,-21%,3%,1,1%,-1%[46.1 µM]
N#Cc1cccc(-n2c(-c3ccccc3)nnc2-c2ccccc2)c1C#N,7%,1,0%,-6,-1,-10%,11%,-3,2%,·
COC(=O)C1(S(=O)(=O)c2cccc3nsnc23)CC1,3%,5,0%,-4,1,-9%,0%,-1,0%,-11%[46.1 µM]
CN1/C(=C/C=C(C#N)C#N)C(C)(C)c2ccccc21,-1%,-10,5%,2,10,-27%,?,-8,-5%,2%

Entries of single compounds, looked up by structure. Order of screens: AT treatment | Giardia kill | GALK inhibitor | KCNH2 WT inh | TSHR antagonist | BCR signal inh | MLL CXXC-DNA inh | Coupling enz | Tb PFK inh | TCR activator
Profile of Cc1ccc(C)c(S(=O)(=O)N2CCCC2CNC(=O)C(=O)NC2CC2)c1 (stereo not drawn) → 12% | -21 | · | -3 | 6 | -2% | · | · | 13% | 1%
Profile of Cc1cc(C)cc(OCC(O)CN2CCN(Cc3ccc4c(c3)OCO4)CC2)c1 (stereo not drawn) → 2% | 9 | -1% | 48 | -2 | -27% | -1% | 1 | 3% | 12%
Profile of O=C(NCCc1c[nH]c2ccccc12)c1cnc2n(c1=O)CCS2 → 3% | -14 | -2% | 0 | -17 | -10% | 2% | -1 | 2% | -7%[46.1 µM]

Next part:
structure,AT treatment,Giardia kill,GALK inhibitor,KCNH2 WT inh,TSHR antagonist,BCR signal inh,MLL CXXC-DNA inh,Coupling enz,Tb PFK inh,TCR activator
COc1ccc(C(=O)NNC(=O)CN2CCC(n3nnc4cc(C(F)(F)F)ccc43)CC2)cc1,·,1,1%,12,9,-29%,1%,1,4%,3%
CC(C)(C)NS(=O)(=O)CC12CCC(CC1=O)C2(C)C (stereo not drawn),0%,-1,-2%,8,6,?,0%,-1,1%,-6%
COc1ccc(C(=O)Nc2ccc(NC(=O)c3cccc(F)c3)cn2)cc1,17%,-10,18%,5,-4,13%,2%,0,2%,2%
NC(=O)c1ncc(C(F)(F)F)cc1Oc1ccc(F)cc1,·,17,3%,-5,8,0%,13%,3,2%,-4%
Cc1ccn2c(C(=O)CSc3ccc(Cl)cc3)c(C)nc2c1,0%,3,-5%,1,-12,?,16%,0,0%,1%
CC1CCN(CC(=O)N2CCN(c3ccccc3)CC2)CC1,6%,-11,8%,-18,-3,3%,-3%,1,1%,7%
Cc1ccc(NC(=O)COC(=O)c2cc(-c3cccs3)nn2-c2ccccc2)cc1[N+](=O)[O-],·,9,0%,2,11,-2%,-9%,0,1%,1%[46.1 µM]
O=S(=O)(/C=C/c1ccccc1)N1CCNCC1,7%,-5,3%,-3,12,-1%,-2%,3,-1%,6%
Cc1cc(N2CCN(C)CC2)nc2ccc(NC(=O)c3ccc4c(c3)OCO4)cc12,-4%,-7,1%,5,0,?,10%,5,0%,4%
O=C(CCc1nc2ccccc2c(=O)[nH]1)Nc1nnc(SCc2ccc(F)cc2)s1,1%,5,·,5,-3,1%,·,·,3%,0%
FC(F)(F)c1cccc(Cc2noc(CN(Cc3ccccn3)CC3CCCO3)n2)c1 (stereo not drawn),9%,0,2%,-17,-11,1%,2%,2,1%,5%
CCCOc1ccc(N2C(=O)C3ON(c4ccccc4)C(CCC)C3C2=O)cc1 (stereo not drawn),6%,-9,0%,6,-8,?,-6%,-1,1%,3%
Cc1cccc(NC(=O)CSCc2nc3c(nnn3Cc3ccc(F)cc3)c(=O)[nH]2)c1C,7%,-9,4%,-10,38,2%,8%,3,-23%,-7%
C=CCCC(=O)NC1CCCc2c1cnn2-c1ccccc1F (stereo not drawn),2%,9,2%,10,-8,-1%,5%,0,-5%,-3%
COC(=O)CS(=O)(=O)c1ccc(C)cc1,4%,-7,1%,-2,10,4%,-8%,-2,-25%,-5%
CCOC(=O)CN(C)Cc1cn[nH]c1-c1ccc2cc(OC)ccc2c1,1%,22,-5%,-4,-11,1%,2%,0,2%,-7%
CCn1cc(/C=C(\NC(=O)c2cc(OC)c(OC)c(OC)c2)C(=O)NCCN2CCOCC2)c2ccccc21,7%,4,0%,-2,10,0%,32%,-3,-2%,-1%
CC(=O)N/C(=C\c1ccc(F)cc1)C(=O)N(C)C,-3%,15,1%,0,6,-1%,14%,0,-2%,-2%[46.1 µM]

Some entries already given, showing only GALK inhibitor, TCR activator and Tb PFK inh:
Structure,GALK inhibitor,TCR activator,Tb PFK inh
CCCOc1ccc(N2C(=O)C3ON(c4ccccc4)C(CCC)C3C2=O)cc1 (stereo not drawn),0%,3%,1%
Cc1cccc(NC(=O)CSCc2nc3c(nnn3Cc3ccc(F)cc3)c(=O)[nH]2)c1C,4%,-7%,-23%
C=CCCC(=O)NC1CCCc2c1cnn2-c1ccccc1F (stereo not drawn),2%,-3%,-5%
COC(=O)CS(=O)(=O)c1ccc(C)cc1,1%,-5%,-25%
CCOC(=O)CN(C)Cc1cn[nH]c1-c1ccc2cc(OC)ccc2c1,-5%,-7%,2%
CCn1cc(/C=C(\NC(=O)c2cc(OC)c(OC)c(OC)c2)C(=O)NCCN2CCOCC2)c2ccccc21,0%,-1%,-2%
